Shn3 inh set2 = reduces Shn3 3'UTR luciferase signal in osteoblasts; Clone20 osteoblast Shn3 3'UTR firefly luciferase, 24 h; inhibition, % at 12.5 µM; 360,000 compounds, 0.52% hits;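 active means mean inhibition of at least 75% with every replicate also reaching 75%; inconclusive means mean inhibition at least 75% but some replicate below; inactive means mean inhibition below 75%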;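 further: 0% = median of neutral control wells and 100% = pilot-screen positive control compound; some compounds past the cut are filed as inactive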
CaV13 FRET inh = Primary screen for inhibitors of IQ motif and Ca2+-dependent inactivation inhibitor domain binding in CACNA1D, Förster resonance energy transfer in living cells, … | inhibition, % at 12.3 µM | 340,000 compounds, 0.098% hits | HEK cells, CFP/YFP FRET ICDI-IQ, plate reader, 10 min; percent FRET-ratio fall versus neutral wells | AID 743397;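 active means mean replicate inhibition of at least 30% and at least 1% of replicates passing that level; inconclusive means only one of the two criteria is met; inactive means neither criterion is met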;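 further: 0% = median of the neutral control wells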
HIF-2a block = HIF-2a inhibition; 786-0 RCC cells HIF-2a reporter, luciferase luminescence, overnight; inhibition, % at 18.8 µM; 360,000 compounds, 0.72% hits; AID 624352;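 active means inhibition of the luminescence signal of 40% or more relative to plate controls, in a single-dose primary screen at 18.75 µM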
NR2E3 ag-1 = human photoreceptor-specific nuclear receptor agonism. Q9Y5X4. CHO-S Gal4-NCOR/VP16-NR2E3 two-hybrid, luciferase. inhibition of corepressor binding, % at 3.98 µM. 360,000 compounds, 0.35% hits. AID 602229;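 active means inhibition above the mean of all tested compounds plus 3 SD, cut at about 70% in these data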;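 further: 0% = DMSO with NR2E3 transfected cells and 100% = cells lacking NR2E3 construct; higher means lower luciferase signal from less NR2E3 corepressor binding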
Target sequence (Q9Y5X4 whole entry, looked up, the tested form may be a part): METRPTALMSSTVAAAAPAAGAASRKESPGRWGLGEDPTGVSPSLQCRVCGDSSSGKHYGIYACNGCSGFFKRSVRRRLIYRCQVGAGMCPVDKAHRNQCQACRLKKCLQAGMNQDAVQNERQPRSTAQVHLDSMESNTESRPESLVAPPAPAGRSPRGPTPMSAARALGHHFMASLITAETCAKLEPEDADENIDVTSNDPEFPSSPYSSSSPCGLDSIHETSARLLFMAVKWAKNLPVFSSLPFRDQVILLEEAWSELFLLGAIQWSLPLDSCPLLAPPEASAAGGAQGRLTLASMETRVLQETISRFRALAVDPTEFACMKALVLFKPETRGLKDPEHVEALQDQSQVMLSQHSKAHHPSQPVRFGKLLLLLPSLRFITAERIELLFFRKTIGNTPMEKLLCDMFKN
TRPM1 prom inh = reduces MITF-dependent TRPM1 promoter luciferase signal; AID 488899; 330,000 compounds, 0.83% hits; inhibition, % at 12.5 µM; SK-MEL-5 TRPM1 promoter luciferase, 24 h;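 active means mean inhibition across replicates of 60% or more, whatever share of single replicates reaches that level; inconclusive means some that reach 60%, reason not given; inactive means mean inhibition across replicates below 60%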; further: values of inactives mirror those of a sister screen read the other way
KKLEB cytotox = counter-screen for CF NF-kB inhibitors: cytotoxicity. KKLEB CF airway cells viability, ATPlite luminescence, overnight; active compounds read low; cells stimulated with P. aeruginosa culture filtrate. activity change (cytotoxicity), % at 5 µM. 360,000 compounds, 0.36% hits. AID 602141;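 active means corrected activity change at or below -50% at 5 µM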
PDI inh = inhibitors of human protein disulfide isomerase; P07237; PDI insulin aggregation turbidity, A650, 90 min; inhibition, % at 10 µM; 350,000 compounds, 0.052% hits; AID 588391;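 active means mean inhibition across replicates of 30% or more, whatever share of single replicates reach that level; inconclusive means mean inhibition below 30% while every single replicate reaches 30%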;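 further: absorbance from insulin aggregation driven by PDI reduction with DTT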
Target sequence (P07237 whole entry, looked up): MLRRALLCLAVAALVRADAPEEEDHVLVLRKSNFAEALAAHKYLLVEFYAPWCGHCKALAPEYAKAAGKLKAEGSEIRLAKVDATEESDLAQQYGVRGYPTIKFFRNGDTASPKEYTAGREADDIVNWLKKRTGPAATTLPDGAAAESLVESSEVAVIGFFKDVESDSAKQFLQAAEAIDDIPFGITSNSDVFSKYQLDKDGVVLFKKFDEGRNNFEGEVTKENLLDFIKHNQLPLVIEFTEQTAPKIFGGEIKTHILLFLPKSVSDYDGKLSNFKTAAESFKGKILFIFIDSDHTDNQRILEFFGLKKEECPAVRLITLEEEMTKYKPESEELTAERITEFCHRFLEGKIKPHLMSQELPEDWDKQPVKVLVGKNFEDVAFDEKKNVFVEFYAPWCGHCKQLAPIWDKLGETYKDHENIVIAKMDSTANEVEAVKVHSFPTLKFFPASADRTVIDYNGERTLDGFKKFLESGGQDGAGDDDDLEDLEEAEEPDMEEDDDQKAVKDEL
CF NFkB block = inhibitors of cystic fibrosis induced NF-kB | 360,000 compounds, 0.86% hits | AID 588850 | inhibition, % at 5 µM | KKLEB NF-kB-GFP reporter, PAF-induced, GFP fluorescence overnight;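 active means at least 50% inhibition at 5 µM, scaled per plate between neutral and stimulator controls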;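 further: PAF is a Pseudomonas aeruginosa culture filtrate used as stimulus; plate controls were PAF-stimulated DMSO wells for no effect and unstimulated DMSO wells for full effect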
Peg3 promoter = reduces Peg3 promoter-driven luciferase expression in HeLa | AID 588405 | inhibition, % at 20 µM | HeLa PEG-Prom luciferase reporter, luminescence, overnight | 360,000 compounds, 1.7% hits;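 active means inhibition of at least 50% at 20 µM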
Vif inh = inhibitors of HIV Vif; HEK293T cells, Vif self-association by quenched fluorescence, imaging, 24 h; inhibition, % at 7.49 µM; 340,000 compounds, 0.35% hits; AID 602346; in the data active means inhibition above about 50%, passing the limit was not always enough; inconclusive means no clear call, values can overlap the other calls; inactive means below about 31%; further: some results filed as inactive read as strong as hits
NR2E3 ag-2 = NR2E3 (human) agonism; Q9Y5X4; GST-NR2E3/biotin-RetCOR TR-FRET, 1536-well; inhibition of corepressor binding, % at 4.78 µM; 320,000 compounds, 0.12% hits; AID 2300;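 active means percent inhibition above the cutoff of mean plus 3 SD of all tested compounds, set per screening campaign, cut at about 20% in these data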;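 further: 0% = DMSO wells and 100% = biotin wells as full block of FRET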
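system = GST-tagged NR2E3 plus biotinylated RetCOR corepressor | input = 1.35 nM GST-NR2E3 | also added = 7 nM biotin-RetCOR | schedule = 5 h incubation at 4 °C | measured by = TR-FRET with europium anti-GST and streptavidin-D2, 340 nm excitation | read-out = percent loss of FRET ratio relative to control wells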
* = called active by the depositor; ? = inconclusive; · = not tested or not shown.

mol	NR2E3 ag-2	Vif inh	HIF-2a block	Peg3 promoter	CF NFkB block	Shn3 inh set2	PDI inh	TRPM1 prom inh	KKLEB cytotox	NR2E3 ag-1	CaV13 FRET inh
COc1ccc(C[C@H]2CN3C(=NC[C@@H]3C)N2CCNC(=O)CCC2CCCCC2)cc1	3	-4	-1	-3	-10	16	2	-3	0	15	-9
CCOc1ccc(/C=C2\SC(=S)N(CC(=O)N(CCO)C(C)(C)C)C2=O)cc1	2	2	-42	-7	-4	23	-4	1	-1	-1	-6
O=C1CC(c2cccc(O)c2)Oc2ccccc21 (configuration not stated)	-1	-4	-84	-129	0	-21	-11	·	0	10	-18
Cc1ccc(C)c(NC(=O)CCN2CCN(CCO)CC2)c1	3	-1	16	9	-1	-3	2	3	6	6	-3
Cn1cc(C(=O)NCc2ccc(F)cc2)cn1	-2	-14	1	-1	8	-13	4	3	3	3	-3
Cc1ccc(SCc2ccc(C(=O)Nc3cccnc3)cc2)cc1	-2	3	-3	-2	0	8	-2	11	-7	-101	-3
Cc1ccc(CNc2nc(NCc3ccccc3)nc3ccsc23)c(C)c1	·	·	3	21	26	74	0	·	-22	74*	-6
CCC(=O)NCCc1cc2ccc(C)c(C)c2[nH]c1=O	5	·	-50	-15	-35	-22	-6	·	-11	-25	-6
O=c1cc(OCc2ccccc2)cc[nH]1	50*	-3	-4	5	-2	-17	-1	-4	-16	12	-2
O=S(=O)(NC1CCCCC1)c1ccc(S(=O)(=O)N2CCN3CCCC3C2)cc1 (configuration not stated)	1	2	17	20	4	-2	-4	3	5	-18	-11
COc1ccc(CN(C(=O)c2snc(C(N)=O)c2N)C(C(=O)NC2CCCC2)c2cc(OC)ccc2OC)cc1 (configuration not stated)	1	14	12	10	9	17	0	1	-2	-10	-5
Cc1nc(N)sc1C(=O)N/N=C/c1ccc([N+](=O)[O-])cc1	-3	2	7	12	-11	-6	0	·	-1	-8	-15
Cc1ccc(C(=O)N/C(=C/c2ccc(Cl)cc2)C(=O)N2CCOCC2)cc1	-2	-19	13	-3	4	2	-8	3	-2	-4	-7
Cc1ccc(-c2nc(NCc3ccco3)c3ccccc3n2)cc1	1	5	-223	-133	-5	-17	-3	-16	-4	-43	-10
Cc1cc(NC(=O)C(C)SCC(=O)OCc2c(Cl)cccc2Cl)no1 (configuration not stated)	1	·	11	18	-3	1	-2	2	-1	-36	-5
COc1ccc(N2CCN(C(=O)COC(=O)c3ccc(C)o3)CC2)cc1	2	-9	3	4	-10	-6	3	-1	10	-17	-3
C/C(=N\N=C(N)N)c1ccc(Cl)cc1Cl	1	-2	-1	71*	-5	23	-7	-9	-18	-2	-7
CCN(CC)c1ccc(NC(=O)c2cccnc2)c(C)c1	-5	7	9	27	-5	-3	-9	7	-6	18	-3
CCN(CC)C(=O)CSc1nnc(-c2ccccc2)c(-c2ccccc2)n1	-4	-5	28	9	-2	-14	0	11	12	3	-4
NC1=NC[C@H](Cc2ccc(O)cc2)N1CC1CCCCC1	-3	-2	7	-3	3	2	?	4	0	-21	-5

mol	NR2E3 ag-2	Vif inh	HIF-2a block	Peg3 promoter	CF NFkB block	Shn3 inh set2	PDI inh	TRPM1 prom inh	KKLEB cytotox	NR2E3 ag-1	CaV13 FRET inh
Cn1nnc(NC(=S)NC(=O)c2cc(Cl)ccc2Cl)n1	-2	-5	0	16	2	0	-5	-9	-4	2	-15
CC(C)C[C@H]1CNC(=S)N1CC1CCCN1C[C@H](Cc1ccccc1)N1C[C@H](Cc2ccc(O)cc2)N(CC2CCCCCC2)C1=S (some centres not stated)	·	·	-2	66*	28	34	13	25	-3	-4	-6
Fc1ccc(-c2nnc(CN3CCC(c4nc5ccccc5s4)CC3)o2)cc1	·	-6	15	5	-19	2	-4	1	8	17	-6
O=C(c1ccc2ccccc2c1)C1CCCN(C(=O)c2cccnc2)C1 (configuration not stated)	·	-5	5	6	27	4	7	10	-13	-22	-3
CCCCC1=NN(C(=O)c2cocc2C)C(O)(C(F)(F)F)C1 (configuration not stated)	-2	-2	-9	-2	-19	3	2	0	10	-36	·
O=C(OCc1ccccn1)c1ccc(COc2ccccc2Cl)o1	1	·	-15	-22	-1	-5	-7	-3	2	-29	·
O=C(NCc1ccc(F)cc1)C(Cc1ccccc1)n1cccc1 (configuration not stated)	2	1	27	12	3	7	-3	-8	-3	-15	-11
CCCCN1CC(=O)N2[C@H]3c4cc(Br)ccc4OC[C@@H]3[C@H](C(=O)OCC)[C@]2(C)C1=O	1	0	11	-5	-22	18	12	0	4	11	-9
Cc1sc2ncnc(N3CCC(C)CC3)c2c1C	-2	·	17	12	23	39	-8	6	-13	1	·
Cc1ccc2cc(CN(Cc3ccco3)C(=S)NCC3CCCO3)c(=O)[nH]c2c1C (configuration not stated)	-3	-5	32	22	9	34	1	12	-7	-14	-3
Cc1nc2c(=O)[nH]n(C)c2nc1C	·	13	9	3	-4	-5	-3	·	-4	-5	-6
CCOC(=O)/C=C/c1ccc2oc3ccccc3c(=O)c2c1	0	-16	-314	-288	-18	-68	-4	-88	16	-27	-9
O=C(CSc1nnc(CNC(=O)c2ccccc2)o1)NCc1ccc2c(c1)OCO2	-4	3	19	11	24	9	9	0	0	-28	-6
COCCNC(=O)Cn1cnc2c1c(=O)n(C)c(=O)n2C	0	2	14	6	9	-9	-4	1	0	-11	0
CCC(O)CNc1nc(-n2nc(C)cc2C)nc2sc3c(c12)CC(C)(C)OC3 (configuration not stated)	3	9	0	5	8	-5	-3	7	-1	-1	-8
CN(C)c1nc(F)c(F)c(S(=O)(=O)c2ccccc2)c1F	1	-1	-41	-20	22	-5	7	-6	-8	-40	-17
C[C@H](NC(=O)[C@H]1N2C(=O)c3ccccc3C2SC1(C)C)C(=O)N1CCC[C@H]1C(=O)O (some centres not stated)	-4	-10	9	-2	10	72	·	1	6	-15	·
COc1cccc(NC(=O)CN(C)C(=O)c2cc(Cl)nc3ccccc23)c1	·	10	15	8	-6	5	0	·	10	-13	-5
CC1Sc2ccc(S(=O)(=O)CCC(=O)N3CCN(c4ccccc4)CC3)cc2NC1=O (configuration not stated)	-4	-6	13	12	9	-1	-6	6	22	-6	-5
COc1ccc(-c2ccc(CCC(=O)O)n2NC(=O)c2ccc(O)cc2)cc1	-1	-5	12	1	1	-7	-4	-17	-10	-10	-2

mol	NR2E3 ag-2	Vif inh	HIF-2a block	Peg3 promoter	CF NFkB block	Shn3 inh set2	PDI inh	TRPM1 prom inh	KKLEB cytotox	NR2E3 ag-1	CaV13 FRET inh
CC1CCN(C(=O)C2CCCN2S(=O)(=O)c2ccc(Cl)cc2)CC1 (configuration not stated)	2	-1	13	11	-3	-11	9	13	-1	6	-9
Cc1ccc2nc(C)cc(C(=O)OCC(=O)c3ccc(Cl)c([N+](=O)[O-])c3)c2c1	-1	-8	25	7	-16	-5	-10	-6	8	-27	-1
CCOC(=O)c1cnc2c(C#N)c(C)nn2c1C	-3	-35	8	-12	-3	-4	-3	-9	1	-3	-7
O=C(NCc1ccc2c(c1)OCO2)c1nc(Cn2ccc([N+](=O)[O-])n2)no1	-1	11	3	11	-5	-6	23	1	1	-12	-7
CC(C)(C)OC(=O)CNC(=O)c1[nH]cnc1C(=O)NCCCCCN	-2	-3	5	5	4	13	-5	-14	-11	-37	-12
Cc1cccc(OCCC(=O)NCC(c2ccccc2)N(C)C)c1 (configuration not stated)	3	-7	-25	-10	9	5	-1	-14	6	-13	-6
O=C(O)c1cc2cc(Cl)ccc2[nH]1	·	-8	10	-5	-25	6	-7	15	11	-10	-5
COc1ccc(/C=C2\SC(=S)N(CCC(=O)Nc3cccc(C(=O)O)c3)C2=O)cc1OC	-3	-9	9	0	-8	-21	7	4	-3	-26	-21
Nc1nc(SCC(=O)NCc2ccco2)[nH]c(=O)c1-c1ccccc1	0	2	-2	13	-2	15	-2	2	2	12	-5
Cc1nc(-c2cccc(NC(=O)C(C)Oc3ccccc3)c2)cs1 (configuration not stated)	·	-13	-21	-15	-13	4	-2	-2	5	-12	·
CCS(=O)(=O)N1CCN(Cc2ccc([N+](=O)[O-])cc2)CC1	-2	-6	22	16	16	6	-1	15	2	-1	-18
Cc1ccc(S(=O)(=O)N2CCOCC2)cc1C(=O)OCC(=O)NC1CC1	2	4	10	12	-20	-14	7	-2	-2	19	-2
Cc1ccc(-n2ccc(=O)c(C(=O)O)n2)cc1	3	29	10	9	3	-1	-11	8	7	-2	·
N#Cc1ccsc1NC(=O)C1CCN(C(=O)c2ccc(F)cc2)CC1	5	-3	19	14	19	9	1	15	9	3	-3

Among those listed so far, 9 contain a Cl atom:
mol	NR2E3 ag-2	Vif inh	HIF-2a block	Peg3 promoter	CF NFkB block	Shn3 inh set2	PDI inh	TRPM1 prom inh	KKLEB cytotox	NR2E3 ag-1	CaV13 FRET inh
Cc1ccc(C(=O)N/C(=C/c2ccc(Cl)cc2)C(=O)N2CCOCC2)cc1	-2	-19	13	-3	4	2	-8	3	-2	-4	-7
Cc1cc(NC(=O)C(C)SCC(=O)OCc2c(Cl)cccc2Cl)no1 (configuration not stated)	1	·	11	18	-3	1	-2	2	-1	-36	-5
C/C(=N\N=C(N)N)c1ccc(Cl)cc1Cl	1	-2	-1	71*	-5	23	-7	-9	-18	-2	-7
Cn1nnc(NC(=S)NC(=O)c2cc(Cl)ccc2Cl)n1	-2	-5	0	16	2	0	-5	-9	-4	2	-15
O=C(OCc1ccccn1)c1ccc(COc2ccccc2Cl)o1	1	·	-15	-22	-1	-5	-7	-3	2	-29	·
COc1cccc(NC(=O)CN(C)C(=O)c2cc(Cl)nc3ccccc23)c1	·	10	15	8	-6	5	0	·	10	-13	-5
CC1CCN(C(=O)C2CCCN2S(=O)(=O)c2ccc(Cl)cc2)CC1 (configuration not stated)	2	-1	13	11	-3	-11	9	13	-1	6	-9
Cc1ccc2nc(C)cc(C(=O)OCC(=O)c3ccc(Cl)c([N+](=O)[O-])c3)c2c1	-1	-8	25	7	-16	-5	-10	-6	8	-27	-1
O=C(O)c1cc2cc(Cl)ccc2[nH]1	·	-8	10	-5	-25	6	-7	15	11	-10	-5
